Compound activity from PubChem.
DAT uptake mod: changed human dopamine transporter uptake under cocaine IC80; B-score at 10 µM; Q01959; LLC-PK1 hDAT cells, [14C]-dopamine uptake with cocaine IC80; actives deviate in either direction; actives 1.3% (n = 110,000); AID 449768;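 active = Z score or B-score, a plate-position-corrected score, falls beyond the plate's 99.7% confidence bounds, in either direction; inactive = both scores lie inside the 99.7% bounds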;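 note: scored against the spread of the other compound wells on the same plate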
Target sequence (Q01959 whole entry, looked up): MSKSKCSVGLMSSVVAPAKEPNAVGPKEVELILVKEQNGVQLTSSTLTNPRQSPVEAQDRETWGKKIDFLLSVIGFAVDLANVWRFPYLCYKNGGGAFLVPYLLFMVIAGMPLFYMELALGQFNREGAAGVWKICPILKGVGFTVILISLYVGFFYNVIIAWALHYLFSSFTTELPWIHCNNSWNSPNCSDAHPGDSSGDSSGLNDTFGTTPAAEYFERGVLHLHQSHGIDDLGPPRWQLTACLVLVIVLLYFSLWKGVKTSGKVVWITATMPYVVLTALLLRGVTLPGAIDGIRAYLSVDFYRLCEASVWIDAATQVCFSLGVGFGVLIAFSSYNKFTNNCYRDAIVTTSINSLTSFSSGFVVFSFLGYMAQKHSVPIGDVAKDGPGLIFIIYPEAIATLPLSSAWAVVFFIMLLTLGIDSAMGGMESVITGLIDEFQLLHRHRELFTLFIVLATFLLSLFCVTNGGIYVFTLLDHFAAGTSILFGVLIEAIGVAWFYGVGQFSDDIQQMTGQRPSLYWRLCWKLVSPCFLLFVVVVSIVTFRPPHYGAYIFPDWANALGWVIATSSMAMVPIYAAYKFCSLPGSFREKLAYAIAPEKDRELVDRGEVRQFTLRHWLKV
PTPN22 inh 2: blocks human PTPN22 phosphatase activity; Q9Y2R2; recombinant LYP catalytic domain, DiFMUP fluorescence; inhibition, % at 2 µM; actives 0.21% (n = 96,000);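 active = inhibition at 2 µM at or above a set limit, the screen mean plus 3 SD, cut at about 24% in these data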;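 note: 0% = DMSO with enzyme and 100% = enzyme fully blocked by orthovanadate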
TNFa cytotox: HUVEC cytotoxicity counter-screen, TNF alpha stimulated; AID 848; cell count reduction, % at 2 µM; HUVEC TNFalpha-stimulated, Hoechst cell count, imaging; actives 0.17% (n = 93,000);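 active = cell count reduction exceeding the screen mean by over 5 SD, scaled to untreated wells per plate, cut at about 78% in these data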;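 note: cells counted after 24 h of TNF alpha exposure following the 1 h pretreatment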
Smad3 FoxH1 inh: blocks human Smad3 binding to FoxH1 peptide; TR-FRET Smad3/Dy647-FoxH1 peptide binding, europium anti-His; inhibition, % at 25 µM; P84022; actives 0.29% (n = 88,000);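 active = compounds that reduce the energy-transfer binding signal between the protein and its labelled peptide by more than half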;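 note: 0% = Smad3 plus labelled peptide maximal FRET and 100% = peptide-only background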
Target sequence (P84022 whole entry, looked up): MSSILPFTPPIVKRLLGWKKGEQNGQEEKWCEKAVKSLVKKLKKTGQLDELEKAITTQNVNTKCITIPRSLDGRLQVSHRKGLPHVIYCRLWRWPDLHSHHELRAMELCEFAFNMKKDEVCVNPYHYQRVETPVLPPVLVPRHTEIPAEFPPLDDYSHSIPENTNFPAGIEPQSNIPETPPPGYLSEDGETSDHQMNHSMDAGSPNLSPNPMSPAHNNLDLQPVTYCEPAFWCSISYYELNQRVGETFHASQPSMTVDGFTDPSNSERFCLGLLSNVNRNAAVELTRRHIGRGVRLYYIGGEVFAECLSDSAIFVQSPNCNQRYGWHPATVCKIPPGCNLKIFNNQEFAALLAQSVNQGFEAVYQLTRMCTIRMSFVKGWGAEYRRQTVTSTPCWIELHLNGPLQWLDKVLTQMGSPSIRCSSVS
cytoskel mod: modifiers of cytoskeleton assembly; HUVEC TNFa F-actin phalloidin imaging, high content; inhibition, % at 2 µM; actives 0.18% (n = 91,000); AID 836;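 active = inhibition above the batch mean plus 3 SD and confirmed as a hit by visual image inspection, cut at about 30% in these data, passing the limit was not always enough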; note: strong numbers were not always called active
HUVEC tox IL1B: HUVEC cytotoxicity counter-screen, IL-1B stimulated; HUVEC cell count loss, Hoechst imaging; cell count reduction, % at 2 µM; actives 0.41% (n = 94,000); AID 845;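 active = cell count reduction more than 3 SD above the screen-wide mean, cut at about 70% in these data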;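 note: normalized per plate to untreated control cells as the no-loss baseline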
VCAM1 TNFa inh: reduces TNF alpha induced VCAM1 expression in HUVEC; HUVEC TNFa-induced VCAM-1 immunofluorescence, high-content imaging; inhibition, % at 2 µM; actives 0.48% (n = 95,000);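 active = inhibition above the batch mean plus 3 SD, with images confirmed as a hit by eye, cut at about 37% in these data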;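 note: 0% = TNF-stimulated DMSO wells and 100% = unstimulated control wells; not every result past the cut was called active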
Calb biofilm kill: kills Candida albicans biofilms. inhibition, % at 6 µM. C. albicans biofilm + clotrimazole, Alamar Blue. actives 0.14% (n = 85,000). AID 834;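 active = inhibition above 20%; inactive = inhibition below 20%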;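 note: preformed 24 hr biofilms exposed to compound for 48 hr; 0% = biofilm without compound and 100% = blank killed by clotrimazole plus chlorhexidine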
MT1-MMP txn act: MT1-MMP promoter transcription activation; HT1080 MT1-MMP promoter luciferase reporter, luminescence, overnight; stronger effect = higher value; activation factor at 10 µM; actives 0.16% (n = 86,000); AID 750;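 active = activation factor of at least 2 for MT1-MMP transcription at 10 µM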
Active calls of the source: *; . = not tested or not shown; [ ] = another dose, or the depositor's remark. These rows are one share of the data; the hit share may differ from the screen's.

SMILES	DAT uptake mod	PTPN22 inh 2	TNFa cytotox	Smad3 FoxH1 inh	cytoskel mod	HUVEC tox IL1B	VCAM1 TNFa inh	Calb biofilm kill	MT1-MMP txn act
COc1ccccc1N(CC(=O)NC(C)(C)C)C(=O)Cn1nnc(-c2ccc(C)o2)n1	0.0088	-8	-14	-13	-6	.	11	2	1.2
CSCCC(NC(=O)c1ccoc1C)C(=O)O (stereo unspecified)	-0.54	-10	-20	.	13	-26	2	.	.
O=S(=O)(NC1CCCCCCC1)c1cccs1	0.27	7	-8	10	12	4	-3	11	1.3
CC1(C)CC(=O)c2cc(OCC(=O)O)ccc2O1	1.2	1	0	.	-17	31	0	.	1
CC1(C)CC(=O)C(/C=N/n2cnc3ccccc3c2=O)=C(O)C1	1.6	-4	6	-10	0	-27	21	-1	1
O=C(/C=C/c1ccccc1)NC(=S)Nc1ccc(N2CCOCC2)c(Cl)c1	.	-4	.	.	-10	10	-33	.	.
COc1ccc(-c2cc(C(=O)N3CC4(C)CC3CC(C)(C)C4)no2)cc1OC (stereo unspecified)	1.9	-4	-12	7	6	-2	-2	3	1.1
CC(/C=N/NC(=O)c1ccncc1)=C\c1ccccc1	0.58	13	-5	.	1	24	-2	.	.
O=C(OCC(=O)N1CCOCC1)C(c1ccccc1)c1ccccc1	-0.006	3	-29	5[fluorescence artefact?]	4	-9	15	-3	1.2
O=C(CC1SC(=Nc2ccccc2)N(CCCCO)C1=O)NCc1ccccc1 (stereo unspecified)	0.11	-5	11	1	4	10	-9	6	1.1
CCOC(=O)N1CCN(C(=O)Cn2ccc3ccccc3c2=O)CC1	0.045	-6	-13	-3	-32	3	3	9	1.2
O=C(CN1C(=O)c2ccccc2C1=O)N1CCN(C(=O)c2ccco2)CC1	-0.94	-7	0	-7	2	-26	1	1	1.1
CCOC(=O)c1ccc2c(c1)nc(COc1ccc3ccccc3c1)n2CC	2.3	1	-26	20[fluorescence artefact?]	0	-9	0	9	1
Cc1cc(NC(=O)c2cccc(S(=O)(=O)N(C)C)c2)n(-c2ccccn2)n1	-0.76	0	-20	0	12	-2	5	3	1.1
COc1cccc(NC(=O)CC2SC(=Nc3ccccc3)NC2=O)c1 (stereo unspecified)	.	4	-16	15[fluorescence artefact?]	6	15	14	4	.
CCOC(=O)C1CCCN(C(=O)c2cn(C)c(=O)c3cc(OC)c(OC)cc23)C1 (stereo unspecified)	0.52	8	2	5	8	17	-10	3	1.1
CCN1C(=O)/C(=C\N2CCOCC2)SC1=S	-0.48	8	-16	22[fluorescence artefact?]	14	-9	3	10	1.2
COc1cccc(C2OC(=O)c3ccccc3N2C(C)=O)c1OC(C)=O (stereo unspecified)	-0.99	-3	5	-4	1	14	-26	6	1.1
CN(N)c1nc(-c2ccccc2)nnc1C(F)(F)F	0.11	-5	-31	.	2	86*	1	.	.
O=C(Oc1ccc2c(=O)c(Oc3ccc4ccccc4c3)coc2c1)c1ccco1	0.22	-1	-12	18	-18	-12	-15	3	1.2
CC(=O)c1ccc(N2C(=NC(=O)C(C)C)SC3CS(=O)(=O)CC32)cc1 (stereo unspecified)	0.015	3	-12	-10	-8	10	-9	2	1.2
COCC(=O)N(CCc1ccc(OC)c(OC)c1)Cc1nc2ccccc2c(=O)[nH]1	0.57	-5	-19	-2	.	-49	7	3	1.2
Cc1oc(C(=O)O)cc1COc1ccc2c3c(c(=O)oc2c1)CCC3	1	0	-16	8	1	-4	2	0	1
COC(=O)C(c1cc(OC)c(O)c(OC)c1)(N1CCNC(C)C1)C(F)(F)F (stereo unspecified)	-0.57	.	.	-6	.	.	.	7	1
Nc1nc(-c2cccc(Br)c2)cs1	0.57	-6	-2	25	-4	12	3	7	1.5

Overlap with the part before: 4 compounds; new compounds follow.
SMILES	DAT uptake mod	PTPN22 inh 2	TNFa cytotox	Smad3 FoxH1 inh	cytoskel mod	HUVEC tox IL1B	VCAM1 TNFa inh	Calb biofilm kill	MT1-MMP txn act
COCC(=O)N(CCc1ccc(OC)c(OC)c1)Cc1nc2ccccc2c(=O)[nH]1	0.57	-5	-19	-2	.	-49	7	3	1.2
Cc1oc(C(=O)O)cc1COc1ccc2c3c(c(=O)oc2c1)CCC3	1	0	-16	8	1	-4	2	0	1
COC(=O)C(c1cc(OC)c(O)c(OC)c1)(N1CCNC(C)C1)C(F)(F)F (stereo unspecified)	-0.57	.	.	-6	.	.	.	7	1
Nc1nc(-c2cccc(Br)c2)cs1	0.57	-6	-2	25	-4	12	3	7	1.5
Cc1ccc(C)c(OCCCC(=O)Nc2ccc(N3CCOCC3)cc2)c1	-0.6	-14	-30	13	-11	5	3	9	1.1
CS(=O)(=O)N1CCC(C(=O)Nc2ccc(Cl)c(C(F)(F)F)c2)CC1	-0.49	-2	-10	7	-2	-17	18	5	1.1
O=C(CSC1CC(=O)N(CCc2ccccc2)C1=O)Nc1ccc(Br)cc1 (stereo unspecified)	0.21	3	-10	.	-25	-33	14	.	.
CCOC(=O)C1=C(C)NC(=O)NC1c1ccoc1 (stereo unspecified)	0.042	3	-16	.	-6	5	-4	.	1.1
COc1cc(C(=O)O/N=C2/C=CC(=O)C(C)=C2C)cc(OC)c1OC	.	-2	-16	.	34	11	15	.	.
O=c1c2ccc([N+](=O)[O-])c3cccc(c32)c2nc3ccccc3n12	.	2	7	.	-8	-9	30	.	.
CC(=O)Nc1cc(C(F)(F)F)ccc1OCCOc1ccccc1	0.064	5	-35	-4	-10	-29	-32	6	1
COC(=O)c1ccc(C(=O)Nc2cc(Cl)ccc2Cl)cc1NC(=O)c1ccccc1C	0.0039	-7	-8	.	6	-30	13	.	.
CC1CCCCN1C(=O)c1ccc(C(=O)N2CCCCC2C)cc1 (stereo unspecified)	0.17	-11	-7	1	-5	-10	4	4	1.1
COC(=O)c1ccccc1NC(=O)CSc1nnc(-c2ccc(C)cc2)o1	0	-15	-15	3	-10	44	6	5	1.3
Cc1ccc(CC2(O)CC(C)N(C)CC2C)c(C)c1 (stereo unspecified)	0.71	8	-2	3	-4	-4	-10	8	1.2
O=C(CC(SCCO)c1ccc2c(c1)OCO2)c1cccs1 (stereo unspecified)	-0.14	-1	-9	10	6	-7	19	3	1.4
Cc1ccc(S(=O)(=O)N2CCCC2C(=O)N(C)Cc2cccs2)cc1 (stereo unspecified)	-1.8	5	9	-7	-26	20	-21	6	1.1
CC(C)NS(=O)(=O)c1ccc(OCC(=O)Nc2cccc3ccccc23)cc1	-0.037	-2	-8	8	-10	-9	4	10	1.1
OCC1N=C(c2ccccn2)OC1c1ccccc1 (stereo unspecified)	-0.38	6	-19	.	-11	-6	5	.	.
O=C(NCCc1cccs1)C12CN(Cc3ccccc3)CC1C(c1cccc([N+](=O)[O-])c1)=NO2 (stereo unspecified)	0.75	-2	7	.	4	-12	-2	.	.
COc1cc(C(=S)N2CCCC2)ccc1O	-0.022	1	-15	-1	-27	30	10	1	1.1
CCn1c2ccccc2c2cnc(N=CN(C)C)c(C#N)c21	0.039	2	-12	1	-3	-18	1	4	1.1
Cc1ccc2cc(CN(C(=O)c3ccncc3)C(C)C)c(=O)[nH]c2c1	0.57	-4	12	1	-5	5	4	-2	1.4
CCOC(=O)c1ccc(CSc2nnc(C)n2N)o1	-0.031	6	-12	5	7	13	-1	5	1.1
O=C(O)C1CCCCC1C(=O)NCCc1c[nH]c2ccccc12 (stereo unspecified)	-0.96	-2	-8	8	-10	9	-4	7	1.2
Fc1ccc(C2CC(c3ccc(F)cc3)n3ncnc3N2)cc1 (stereo unspecified)	-0.0021	1	-12	-6	22	-3	5	6	1.1
CC(NC(=O)OC(C)(C)C)C(=O)Oc1cc2oc(=O)cc(-c3ccccc3)c2cc1Cl (stereo unspecified)	-0.35	1	-16	.	6	-37	-2	.	.
CCCNC(=O)Nc1nccs1	0.021	0	-1	-8	-2	-44	-4	-3	1.1
CCCC12CN3CC(C)(CN(C1)C3c1ccc3c(c1)OCO3)C2=O (stereo unspecified)	-0.24	-6	-25	0	1	-33	9	8	1.1
SMILES	DAT uptake mod	PTPN22 inh 2	TNFa cytotox	Smad3 FoxH1 inh	cytoskel mod	HUVEC tox IL1B	VCAM1 TNFa inh	Calb biofilm kill	MT1-MMP txn act
CCN(CC)c1ccc(NC(=O)Nc2ccc(C(C)=O)cc2)cc1	0.57	-8	-9	3	8	-17	11	4	1
OCCNc1nc2ccc(Cl)cc2[nH]1	0.52	-20	-2	7	-10	-37	29	8	1.2
O=C(O)c1cc2ccccc2c(=O)s1	-0.0053	-3	-22	-6	2	-7	11	3	1.1
COc1ccc(S(=O)(=O)Cc2ccc(C(=O)N3CCN(C4CCCCC4)CC3)o2)cc1	0.26	-11	9	4	-9	-1	-14	5	1.1
COc1ccc(Cn2c(C)nc3oc4cc(OC)ccc4c(=O)c3c2=O)cc1	0.11	11	-2	4	21	2	17	1	1.1
O=C(Cn1nc(C(=O)O)c2ccccc2c1=O)NCC1CCCO1 (stereo unspecified)	-0.21	.	.	-1	.	.	.	3	1.1
CCOC(=O)c1ccc(NC(=O)CSc2nnc(Cn3c(=O)sc4ccccc43)n2C)cc1	0.66	.	.	7	.	.	.	10	1.1
Cc1ccc(S(=O)(=O)N2CCN(C(=O)CN3CCCC3)C2)cc1	-0.0068	-9	-24	5	-1	-29	-20	7	1.1
O=C(CN(Cc1ccccc1F)C(=O)c1ccco1)NCc1ccc(F)cc1	1.3	5	-9	-3	3	11	2	3	1
c1ccc(OCCCc2nc(-c3cccnc3)no2)cc1	0.016	-8	-12	-2	7	-18	10	4	1.1
Nc1ncc(-c2cc3ccccc3oc2=O)s1	-0.32	1	-18	3	-29	4	23	8	0.8
Cn1ccnc1Sc1nc(Nc2cccc(Cl)c2)nc(N2CCOCC2)n1	1.5	2	-3	3	2	-20	15	2	1
COc1ccc(C(=O)Nc2ccc(Cl)cc2C(=O)NCCO)cc1	-0.061	-12	1	9	-10	0	28	4	1.2
CC1=C(C(N)=O)C(c2ccc(Cl)cc2Cl)n2ncnc2N1 (stereo unspecified)	0.67	-5	11	-20	4	63	18	-7	1
CCc1ccc(NC(=O)CCn2ccnc2C)cc1	-1.3	-3	2	5	.	-9	1	-4	1.1
Cc1ccc(S(=O)(=O)NCC(=O)N(CC(=O)NC(C)(C)C)Cc2cccs2)cc1	-0.53	-9	-7	12	-17	9	-16	1	1.1
CS(=O)(=O)N(CC(=O)Nc1cccc(F)c1)Cc1ccccc1	0.0098	-16	7	-2	0	-21	2	2	1
Cc1ccc(-c2n[nH]c(=S)n2/N=C/c2ccc(C)s2)cc1	-0.77	21	-2	.	11	-5	-6	.	.
C=CCn1c(SCC(=O)c2cc(C)n(CC3CCCO3)c2C)nnc1-c1ccccc1 (stereo unspecified)	0.67	9	-12	-3	38	0	-5	8	1.2
CC(=O)C1=NOC(CNC(=O)c2c(-c3ccccc3Cl)noc2C)C1 (stereo unspecified)	0.27	-23	-23	.	13	1	11	.	.
CCOC(=O)C1CCN(C(=O)CNC(=O)OC(C)(C)C)CC1	-0.42	-1	-18	-1	20	-13	-4	7	1.3
Cn1c(SCCCC(=O)c2ccc(F)cc2)nnc1-c1ccncc1	0.087	-4	6	8	-14	-7	4	7	1.3
CCOc1cccc(C(=O)Nc2cccc(-c3nnc(-c4ccccc4)o3)c2)c1	0.57	6	-33	-3	0	-35	-9	1	1.1
CC(NCc1ccc(N(C)C)cc1)C1CC2CCC1C2 (stereo unspecified)	0.044	9	9	8	6	27	-10	0	.
CN(C)CCN1C(=O)C(O)=C(C(=O)c2cc3ccccc3o2)C1c1ccc(N(C)C)cc1 (stereo unspecified)	-0.0093	-6	-9	12	20	-31	20	2	1.1
CC(C)C(C(=O)Nc1nccs1)c1ccccc1 (stereo unspecified)	0.019	-6	9	-13	-26	-5	-4	0	1
